Compound activity (PubChem)
SR-BI DiI-HDL act: SR-BI HDL lipid transfer activation; CHO ldlA[mSR-BI] cells, DiI-HDL uptake fluorescence, 3 h; 100 = double the neutral-control signal; activation, % at 12.5 µM; 320,000 tested, 0.096% active; AID 504775;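 active means mean replicate activation of at least 60% and every replicate at or above 60%; inconclusive means mean or all-replicate condition met, but not both; inactive means mean below 60% and not all replicates reaching 60%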;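 further: 0% = median plate neutral-control signal and 100% = twice that signal; values of inactives mirror those of a sister screen read the other way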
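System: LDL receptor-deficient CHO ldlA cells overexpressing murine SR-BI | Timing: 3 h uptake period with compound, 37 °C | Medium: HEPES-buffered (25 mM, pH 7.4) F12 plus 0.5% BSA | Dosing: Single-point compound dose | Signal: Bottom-read fluorescence, 550/595 nm | Read-out: Retained DiI signal reflecting DiI-HDL uptake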
C-LANA FP: KSHV C-LANA DNA binding inhibition. MBP-C-LANA/FAM-LBS DNA binding, fluorescence polarization. inhibition, % at 9 µM. 340,000 tested, 0.078% active. AID 504423;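 active means highest replicate inhibition at or above 60% at 9 µM, even if other replicates fall short; inactive means all replicates below 60% inhibition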;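 further: 0% = neutral control wells and 100% = 4 µM acridine orange control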
SR-BI DiI inh: blocks mouse SR-BI lipid uptake from DiI-HDL; Q61009; ldlA[mSR-BI] CHO cells, DiI-HDL uptake fluorescence, 3 h; inhibition, % at 12.5 µM; 320,000 tested, 0.96% active; AID 488896;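 active means mean replicate inhibition of at least 70% and a set share of replicates each scoring 70 or more; inconclusive means meets just one of the two criteria; inactive means fails both criteria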;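 further: 0% = median of neutral control wells and 100% = median of positive control wells; values of inactives mirror those of a sister screen read the other way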
NSD2 HMT inh: blocks human histone methyltransferase NSD2; inhibition, % at 12.5 µM; 310,000 tested, 0.54% active; NSD2 peptide methylation, AlphaScreen, 120 min; in the data active means inhibition above about 50%
Cardiac RTF inh: cardiac RTF calcium desensitization; P19429+P45379; IANBD-labeled cardiac RTF, Ca2+ fluorescence; inhibition, % at 7.15 µM; 340,000 tested, 0.12% active; AID 493244;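 active means inhibition above the mean inhibition of all tested compounds plus 3 SD, cut at about 17% in these data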;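 further: assay run at fixed EC70 calcium of 1.6 mM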
Arrestin-AP2 inh: human beta-arrestin and AP2 interaction inhibition; FITC-arrestin peptide / GST-AP2 beads, flow cytometry; AP2 beta2 appendage carries R879A mutation; inhibition, % at 10 µM; 340,000 tested, 0.31% active; AID 504490;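 active means inhibition above a set limit, near 3 SD of compounds lacking own fluorescence, cut at about 54% in these data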;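 further: plate controls were DMSO wells for no effect and 5 µM unlabelled arrestin peptide for full effect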
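test system = AP2 appendage R879A on GSH beads | buffer or medium = PBS plus Tween 20 (0.05%) and BSA (0.1%) | incubation = 12 min plus 1 h, RT | detection = bead flow cytometry, FITC channel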
Keap1 Nrf2 FP: disrupts human Keap1 binding to Nrf2 peptide; Keap1 Kelch-Nrf2 peptide fluorescence polarization, 1536-well; inhibition, % at 9.4 µM; 340,000 tested, 0.15% active; in the data active means inhibition above about 12%; inconclusive means no clear call, values can overlap the other calls; inactive means below about 7.3%;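 further: human Keap1 Kelch domain with fluorescein labeled Nrf2 9mer peptide probe; 0% = neutral control wells and 100% = peptide positive control; higher means more block of Keap1 binding to Nrf2 peptide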
PvdQ acylase: P. aeruginosa PvdQ acylase inhibition. purified PvdQ acylase, fluorescence plate reader. inhibition, % at 10 µM. 340,000 tested, 0.063% active. AID 488965; in the data active means inhibition above about 30%, passing the limit was not always enough; inconclusive means no clear call, values can overlap the other calls;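 further: 0% = vehicle neutral wells and 100% = reference inhibitor wells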
DAGLB inh: blocks human DAGLB lipase activity | Q8NCG7 | HEK293T DAGLB membrane lysate, EnzChek fluorogenic substrate | inhibition, % at 5.17 µM | 340,000 tested, 0.059% active | AID 504411; in the data active means inhibition above about 34%;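 further: 0% = enzyme with vehicle and 100% = wells lacking enzyme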
Target sequence (Q8NCG7 whole entry, looked up): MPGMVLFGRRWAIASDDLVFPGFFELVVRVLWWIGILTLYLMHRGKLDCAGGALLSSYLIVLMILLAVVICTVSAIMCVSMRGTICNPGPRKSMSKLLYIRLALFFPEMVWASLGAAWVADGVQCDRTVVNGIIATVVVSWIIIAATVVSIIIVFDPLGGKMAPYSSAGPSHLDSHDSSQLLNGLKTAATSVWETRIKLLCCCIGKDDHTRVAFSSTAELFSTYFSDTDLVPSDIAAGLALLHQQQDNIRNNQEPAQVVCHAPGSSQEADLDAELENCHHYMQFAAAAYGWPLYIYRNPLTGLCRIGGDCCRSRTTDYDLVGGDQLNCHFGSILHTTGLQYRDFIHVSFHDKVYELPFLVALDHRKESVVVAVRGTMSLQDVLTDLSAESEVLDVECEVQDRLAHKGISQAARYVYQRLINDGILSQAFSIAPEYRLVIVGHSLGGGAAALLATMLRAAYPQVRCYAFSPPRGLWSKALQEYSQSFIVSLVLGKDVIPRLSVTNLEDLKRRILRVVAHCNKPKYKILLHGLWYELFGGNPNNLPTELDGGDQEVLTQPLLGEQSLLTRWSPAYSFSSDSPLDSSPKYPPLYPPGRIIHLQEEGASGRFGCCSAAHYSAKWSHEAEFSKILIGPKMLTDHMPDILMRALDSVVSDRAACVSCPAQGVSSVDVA
PKA-R2B activ: PKA-R2B complex activation; 340,000 tested, 0.079% active; activation, % at 11.4 µM; P22694+P31323; PKA-R2B holoenzyme dissociation, Cy5-IP20 fluorescence polarization; R2B truncated from residue 108, S112A mutant; 0% DMSO only, 100% 113 µM cGMP;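 active means activation above a cutoff set at the mean over all compounds plus 3 SD, cut at about 18% in these data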;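 further: higher means more holoenzyme dissociation and a rise in polarization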
Target sequence (P31323 whole entry, looked up, other chains not shown, the tested form may be a part): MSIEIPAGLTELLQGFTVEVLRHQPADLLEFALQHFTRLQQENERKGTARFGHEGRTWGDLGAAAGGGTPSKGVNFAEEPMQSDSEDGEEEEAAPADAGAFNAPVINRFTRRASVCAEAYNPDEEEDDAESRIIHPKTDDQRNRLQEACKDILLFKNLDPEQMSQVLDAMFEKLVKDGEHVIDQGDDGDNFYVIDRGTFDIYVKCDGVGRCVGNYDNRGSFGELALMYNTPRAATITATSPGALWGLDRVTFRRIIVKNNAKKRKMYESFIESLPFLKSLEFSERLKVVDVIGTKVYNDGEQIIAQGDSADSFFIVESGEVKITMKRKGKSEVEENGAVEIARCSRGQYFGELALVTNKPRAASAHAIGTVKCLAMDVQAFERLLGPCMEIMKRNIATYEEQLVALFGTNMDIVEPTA
* marks the source's active call; other numbers are inactive results; ? = inconclusive; . = no result given.

SMILES | SR-BI DiI-HDL act | C-LANA FP | SR-BI DiI inh | NSD2 HMT inh | Cardiac RTF inh | Arrestin-AP2 inh | Keap1 Nrf2 FP | PvdQ acylase | DAGLB inh | PKA-R2B activ
O=C(Cn1nnc(-c2ccccc2)n1)NNC(=O)c1ccccc1 | -2 | -0.6 | 2 | 0 | 12 | 9 | -5 | -3 | 2 | 4
CCOC(=O)N1CCC(N2C(=O)c3ccccc3C2Nc2cc(C(=O)OC)cc(C(=O)OC)c2)CC1 (configuration not stated) | -3 | 0.4 | 3 | . | 4 | -8 | -1 | -1 | 1 | -9
COc1ccc(OC)c(NC(=O)Cc2c(C(=O)O)n(C)c3ccccc23)c1 | . | 4.9 | . | 12 | -8 | 6 | 1 | -14 | 4 | -6
COC(=O)c1c(N)sc(Cc2ccccc2)c1C | 10 | 0.3 | -10 | -2 | 4 | 6 | -1 | -14 | -1 | -2
COc1ccccc1C(=O)NCCCNC(=O)c1ccccn1 | 7 | -1.7 | -7 | -1 | 10 | -2 | -3 | 11 | -2 | -11
O=C(O)c1cccc2c3c([nH]c12)CCCC3 | 12 | 1.2 | -12 | 2 | -1 | -5 | 1 | -8 | 1 | 1
c1ccc(-c2csc3ncnc(NCCN4CCOCC4)c23)cc1 | -12 | -0.3 | 12 | 1 | 12 | 19 | -2 | 0 | 1 | 7
NS(=O)(=O)c1ccc(N2CCN(S(=O)(=O)Cc3ccccc3)CC2)nc1 | -5 | 0.3 | 5 | -1 | -5 | -15 | -2 | -3 | 0 | 0
Cc1ccc(C(=O)N2CCc3ccccc32)cc1[N+](=O)[O-] | -6 | 2.9 | 6 | 1 | 0 | 30 | 0 | 2 | -2 | 7
CCOC(=O)c1cc(-c2ccc([N+](=O)[O-])cc2)nc2c1c(=O)[nH]c(=O)n2Cc1ccccc1 | . | -1.8 | . | 2 | 1 | 2 | -2 | -11 | 0 | 8
CCN(CC)S(=O)(=O)c1ccc(N(C)C)c(NC(=O)CSCc2c(C)noc2C)c1 | -28 | 1.1 | 28 | 1 | 1 | 19 | 0 | 7 | -1 | -11
CCN(CC)S(=O)(=O)c1ccc(Oc2ccccc2)c(N)c1 | 11 | 0.1 | -11 | 0 | -1 | 9 | -2 | 5 | -3 | -4
O=C(N[C@@H](Cc1ccccc1)C(=O)OCc1ccccc1)c1nc[nH]c1C(=O)N1CCN(c2ccccc2)CC1 | 1 | -0.2 | -1 | . | -3 | -4 | -4 | 7 | 0 | -11
CCn1c(COc2cccc3cccnc23)nnc1SCC(=O)OC | 11 | 0.0 | -11 | . | 8 | -10 | -4 | -10 | 0 | 0
Cc1nc2scc(-c3cccs3)c2c(=O)[nH]1 | 7 | -1.2 | -7 | -3 | -7 | 4 | 0 | -11 | 2 | -4
O=C(NNC(=S)Nc1ccc(Cl)cc1Cl)c1ccc(N2CCOCC2)c([N+](=O)[O-])c1 | -11 | -0.5 | 11 | 38 | 2 | -7 | 5 | -6 | 17 | -9
Cc1cccc(N2CCN(C(=O)c3ccc(Cl)c(S(=O)(=O)NCc4ccco4)c3)CC2)c1C | -38 | 1.0 | 38 | 0 | 1 | 3 | 2 | 2 | 0 | 9
Cc1cc(C)cc(N(CC(=O)NCc2ccc(F)cc2)C(=O)c2snc(C(N)=O)c2N)c1 | . | 0.9 | . | 0 | 11 | 9 | -3 | -2 | 1 | -8
O=C(NCc1cccnc1)C1CC(c2ccccc2Cl)=NO1 (configuration not stated) | 18 | -0.8 | -18 | 1 | -9 | 12 | -2 | -9 | 3 | 4
CCc1cccc(C)c1NC(=O)CCCN1C(=O)CN(C)C1=O | 9 | -0.5 | -9 | -6 | -4 | -15 | -3 | -26 | -2 | 5
Cn1c(C(=O)OCC(=O)NCc2ccco2)cc2sccc21 | -7 | 0.3 | 7 | -1 | -2 | 18 | 1 | 2 | 3 | 2
COc1ccc(S(=O)(=O)N2CC(C)N(C(=O)N(C)C)C2C(C)C)cc1 (configuration not stated) | . | -2.2 | . | 4 | -11 | -3 | -4 | -18 | -2 | -3
Cc1cc(C)cc(C(=O)Oc2cc(C)[nH]c(=O)c2[N+](=O)[O-])c1 | 34 | 0.1 | -34 | . | -21 | 2 | -6 | -12 | 1 | 7
CC(C)Cn1c(N)c(C(=O)CSc2ncnc3sc4c(c23)CCCC4)c(=O)n(C)c1=O | -7 | 2.0 | 7 | -2 | -10 | -4 | 1 | -9 | 3 | -2
Cc1cccc(C(=O)NC(=O)Nc2c(C)cc(C)nc2C)c1 | -13 | -1.0 | 13 | -3 | -3 | -2 | -1 | -4 | -1 | 7
CCCc1ccc(C(=O)NNC(=O)c2ccc(Cl)cc2)cc1 | 12 | -0.4 | -12 | 4 | -4 | 27 | 4 | -2 | -2 | -7
CCn1c(SCC(N)=O)nc2sc3c(c2c1=O)CCCC3 | 18 | 1.7 | -18 | 0 | -11 | 10 | 2 | -3 | -2 | -2
CC(N=C1NS(=O)(=O)c2ccccc21)C(=O)NCc1ccc(F)cc1 (configuration not stated) | 15 | -1.7 | -15 | 2 | -4 | -7 | -6 | -14 | 0 | 0
Cc1cnc(NC(=O)c2cc3c(s2)CCCC3)s1 | -71 | 3.6 | ? | 0 | -3 | -2 | -7 | -8 | 1 | -5
Cc1cc(C)n2nc(SCC(=O)NC3CCCCC3)nc2n1 | 19 | 1.5 | -19 | 5 | 9 | -12 | 0 | -4 | 3 | -8
c1ccc2nc(-c3ccncc3)ccc2c1 | 7 | 0.2 | -7 | -1 | -3 | -6 | 0 | -1 | -1 | -8
COc1ccc(C2CC(c3ccccc3)=NN2C(=O)c2ccc(F)cc2)cc1 (configuration not stated) | 15 | 1.5 | -15 | 0 | 5 | 9 | -1 | 4 | -2 | 1
N#CCOc1ccccc1/C=N/n1nnnc1N | -15 | -0.2 | 15 | 1 | 0 | 8 | -5 | -13 | 1 | -6
S=c1[nH]nc(-c2ccccc2)o1 | 25 | 0.7 | -25 | 1 | -4 | 10 | 1 | -10 | 1 | 5
O=C(O)c1cc(-c2cccc([N+](=O)[O-])c2)nc2ccccc12 | . | -0.4 | . | 4 | 2 | -17 | 4 | -11 | 5 | -7
CCOC(=O)c1sc(NC(=O)CCSC)nc1C | -3 | -0.3 | 3 | -2 | -3 | 8 | -3 | -8 | 0 | -2
CC1(C)CC(=O)C2=C(C1)Oc1ncn3nc(-c4cccnc4)nc3c1C2c1ccccc1 (configuration not stated) | 13 | -0.9 | -13 | . | 8 | -11 | -9 | -3 | 0 | -10
CC(C)OC(=O)CSc1nnc(Cc2ccccc2)n1CC1CCCO1 (configuration not stated) | -12 | -0.5 | 12 | -5 | 5 | -2 | -1 | -14 | 2 | 4
O=C(Nc1cccc([N+](=O)[O-])c1)c1ccn[nH]1 | -31 | -0.2 | 31 | -3 | -2 | 15 | 2 | -4 | 4 | 5
CCc1cc(C(=O)N(CC)CC(=O)Nc2ccc(OC)cc2)sc1C | -11 | -1.4 | 11 | -1 | -8 | 22 | -4 | -7 | -5 | -11
N#CC1=C(N)Oc2c(oc(CO)cc2=O)C1c1ccsc1 (configuration not stated) | -24 | 3.7 | 24 | -2 | -8 | -4 | -1 | -11 | 0 | 14
CCc1ccc(NC(=O)CSc2nccn(-c3ccc4c(c3)OCCO4)c2=O)cc1 | -4 | 1.3 | 4 | 1 | 6 | 8 | -3 | -17 | -8 | -3
Clc1ccc(-c2nc(N3CCOCC3)nc3ccccc23)cc1 | -51 | -0.6 | 51 | -3 | -2 | -1 | 1 | 0 | -3 | -9
NC(=O)C1CCN(CCC(=O)Nc2ccc3c(c2)CCC3)CC1 | 19 | -1.3 | -19 | -20 | 6 | -2 | 1 | -1 | 3 | -11
O=c1[nH]n(-c2ccccc2)c(=O)c2ccccc12 | . | 1.4 | . | . | -5 | 11 | 0 | 9 | -1 | -7
Cc1c(Cl)cccc1N(CC(=O)NC1CCCCC1)S(C)(=O)=O | 7 | 1.6 | -7 | -2 | -1 | 22 | -3 | 4 | -1 | 4
CC1(C)CC(=O)C2=C(C1)OC(=O)CC2c1cccs1 (configuration not stated) | . | -0.5 | . | . | -8 | -5 | -5 | -9 | -3 | 4
O=C(Nc1ccc2c(c1)CCCN2C(=O)c1ccco1)c1cc([N+](=O)[O-])ccc1Cl | -23 | -0.7 | 23 | 32 | 3 | 15 | -2 | 6 | -1 | -4
COc1ccc(S(=O)(=O)Cc2ccc(C(=O)NC(C)C)o2)cc1 | -1 | 0.2 | 1 | . | -8 | 20 | -3 | 3 | -4 | -8
O=S(=O)(c1cccs1)n1cnc2ccccc21 | 9 | 0.8 | -9 | -3 | 2 | 3 | -2 | -4 | 4 | -7
COc1ccccc1NS(=O)(=O)c1ccc(C)c(C(=O)NCCCN2CCCC2=O)c1 | 6 | -0.6 | -6 | . | -26 | 5 | -4 | 10 | -3 | 6
CCOC(=O)CSc1nnc2n(C3CCCCC3)c(=O)c3c4c(sc3n12)CCCC4 | -6 | 1.5 | 6 | -2 | -7 | 7 | 3 | 1 | 0 | 3
CC(C)N=c1c([N+](=O)[O-])nn(C)n1O | 18 | 1.0 | -18 | 5 | -5 | 4 | -5 | 4 | -5 | -18
COc1ccc(Cl)cc1C(=O)Nc1ccc(S(=O)(=O)N2CCCC2)cc1 | -14 | 0.2 | 14 | 1 | -7 | 5 | -2 | -3 | -2 | -4
O=C(NC1CCCC1)c1ccc(Br)c(S(=O)(=O)N2CCCCC2)c1 | . | -0.1 | . | . | 8 | 7 | 2 | 9 | -1 | 1
COc1ccc(C2(C)ON(c3ccccc3C(F)(F)F)C2=O)cc1 (configuration not stated) | 4 | 3.3 | -4 | . | -6 | 12 | -1 | -9 | -1 | -9
COc1ccc2[nH]c(=O)c(CN(C(=O)c3ccco3)C3CCCCC3)cc2c1 | -5 | 0.4 | 5 | 1 | -12 | 22 | 0 | -2 | 1 | 6
COc1ccc(C(=O)OCn2nnc3ccccc3c2=O)cc1OC | -24 | 0.3 | 24 | 1 | 10 | 9 | -6 | -31 | 0 | -13
C=CCNC(=O)c1cc2c(C(F)(F)F)nn(C)c2s1 | . | -0.1 | . | 0 | 7 | 4 | 1 | 0 | -6 | 3
CN(CC(=O)Nc1ccccc1C(F)(F)F)C(=O)CC1OC(=O)c2ccccc21 (configuration not stated) | 35 | 0.1 | -35 | . | -7 | 1 | 6 | -2 | 0 | -13
